E coli WT exp: blocks growth of wild type E. coli BW25113 | OD600 absorbance | growth inhibition, % at 100 µM | 98,000 compounds, 0.15% hits | AID 710;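 active means growth inhibition above about 50% at one test dose, limit read from the data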;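 further: growth measured after 20 h incubation at 37 °C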
FAK blocker: inhibitors of human focal adhesion kinase; Q05397; 97,000 compounds, 0.84% hits; biochemical FAK kinase activity assay; inhibition, %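 (tested at 7 µM)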; in the data active means inhibition above about 19%;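 further: 0% = DMSO and 100% = reference compound high control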
MT1-MMP txn act: MT1-MMP promoter transcription activation | 86,000 compounds, 0.16% hits | activation factor at 10 µM | HT1080 MT1-MMP promoter luciferase reporter, luminescence, overnight; stronger effect = higher value;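 active means activation factor of at least 2 for MT1-MMP transcription at 10 µM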
ERa SRC1 inh: blocks coactivator binding to human estrogen receptor alpha; P03372; TR-FRET ER-alpha LBD / SRC-1 peptide, estradiol-bound; inhibition, % at 25.6 µM; 86,000 compounds, 1.7% hits; AID 629; in the data active means inhibition above about 50%;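 further: 0% = receptor plus peptide control and 100% = peptide only without receptor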
Target sequence (P03372 whole entry, looked up, the tested form may be a part): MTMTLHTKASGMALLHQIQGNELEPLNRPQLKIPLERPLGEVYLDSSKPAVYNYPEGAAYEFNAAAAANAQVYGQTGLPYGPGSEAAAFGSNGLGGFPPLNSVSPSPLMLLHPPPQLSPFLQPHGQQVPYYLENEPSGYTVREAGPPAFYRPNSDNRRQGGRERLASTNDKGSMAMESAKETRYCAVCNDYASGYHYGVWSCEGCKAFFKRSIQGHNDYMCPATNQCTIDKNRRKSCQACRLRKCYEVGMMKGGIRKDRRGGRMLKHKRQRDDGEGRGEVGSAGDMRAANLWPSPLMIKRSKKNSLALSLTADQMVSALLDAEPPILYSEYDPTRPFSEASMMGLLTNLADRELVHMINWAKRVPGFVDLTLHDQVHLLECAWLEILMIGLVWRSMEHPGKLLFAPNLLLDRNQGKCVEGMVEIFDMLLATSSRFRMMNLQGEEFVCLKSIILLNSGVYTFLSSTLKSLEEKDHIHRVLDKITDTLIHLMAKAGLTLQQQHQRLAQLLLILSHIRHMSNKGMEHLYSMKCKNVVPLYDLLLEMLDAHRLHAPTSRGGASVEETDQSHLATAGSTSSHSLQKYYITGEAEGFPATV
ERb coact inh: blocks coactivator binding to human estrogen receptor beta; Q92731; TR-FRET ER-beta LBD / SRC1-Cy5 peptide binding; receptor agonist-loaded with 1 µM estradiol; inhibition, % at 25.6 µM; 86,000 compounds, 1.3% hits;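 active means compounds whose percent inhibition of the receptor-coactivator binding signal exceeds about 50% in the single-dose screen, limit read from the data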;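 further: 0% = receptor plus peptide wells without compound and 100% = peptide-only wells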
ERa SRC1 pot: enhances coactivator binding to human estrogen receptor alpha; coactivator binding (% of control), % at 25.6 µM; 86,000 compounds, 1.3% hits; TR-FRET ERalpha-LBD/SRC-Cy5 coactivator binding, 2 h; 100 = basal binding, no effect; AID 639; in the data active means activity above about 200%;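 further: binding measured in presence of low estradiol as agonist stimulus; 0% = peptide alone without receptor and 100% = receptor with peptide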
CD11b adhes enh: enhancers of human CD11b/CD18 binding to fibrinogen | activation, % at 10 µM | 93,000 compounds, 0.07% hits | AID 1499 | K562 CD11b/CD18 adhesion to fibrinogen, ATPlite luminescence | P05107+P11215;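 active means 10 µM primary screen giving 50% or more activity, confirmed by 40% or more on retest at that dose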; further: strong numbers were not always called active; reference of the scale not given here
CD11b adhes inh: inhibitors of human CD11b/CD18 binding to fibrinogen; K562 CD11b/CD18 adhesion to fibrinogen, ATPlite luminescence; Mn2+ added to activate the integrin; inhibition, % at 10 µM; AID 1497; P05107+P11215; 93,000 compounds, 0.54% hits;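 active means primary inhibition of 50% or more at 10 µM, then 40% or more on retest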; further: some results filed as inactive read as strong as hits
PLAP act: human PLAP activation. P05187. 96,000 compounds, 1.2% hits. activation fold at 20 µM. purified PLAP enzyme, luminescent substrate read-out; stronger effect = higher value; in the data active means activation fold above about 2
Target sequence (P05187 whole entry, looked up): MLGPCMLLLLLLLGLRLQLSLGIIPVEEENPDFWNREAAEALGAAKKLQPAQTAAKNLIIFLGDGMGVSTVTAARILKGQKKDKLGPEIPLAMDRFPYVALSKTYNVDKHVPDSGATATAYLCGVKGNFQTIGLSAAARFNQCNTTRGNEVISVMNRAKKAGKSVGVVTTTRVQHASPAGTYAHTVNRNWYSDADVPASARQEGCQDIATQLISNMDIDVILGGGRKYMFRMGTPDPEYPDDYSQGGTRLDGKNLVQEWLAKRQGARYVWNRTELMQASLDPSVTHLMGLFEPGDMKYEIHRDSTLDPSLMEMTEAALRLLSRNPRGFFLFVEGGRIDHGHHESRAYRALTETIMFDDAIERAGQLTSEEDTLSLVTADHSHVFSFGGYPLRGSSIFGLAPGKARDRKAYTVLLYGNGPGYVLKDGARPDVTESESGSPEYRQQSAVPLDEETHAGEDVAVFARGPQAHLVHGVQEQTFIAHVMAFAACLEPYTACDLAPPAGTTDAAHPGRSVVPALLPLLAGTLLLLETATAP
An asterisk follows results filed as active; . = not tested or not shown; [ ] = another dose, or the depositor's remark.

SMILES | E coli WT exp | FAK blocker | MT1-MMP txn act | ERa SRC1 inh | ERb coact inh | ERa SRC1 pot | CD11b adhes enh | CD11b adhes inh | PLAP act
CC1(C)C(=O)OC(c2ccccc2)C2(CCCC2)C1=O (stereo unspecified) | -1 | -1 | . | -8 | 3 | 135 | -1 | -15 | 0.9
COc1ccc(-n2ncc3c(Nc4cccc(C)c4)ncnc32)cc1 | 0 | . | 1.2 | -2 | -3 | 111 | 0 | -4 | 0.9
N#C/C(=C\c1ccco1)Sc1nc2ccccc2s1 | -14 | 2 | 1.2 | 0[fluorescence artefact?] | 8[fluorescence artefact?] | 89 | -1 | 23 | 0.9
CCC(=O)Oc1oc(-c2ccccc2)nc1C=Nc1ccccc1OC | 0 | -1 | 1.5 | 7 | 7 | 77[fluorescence artefact?] | 7 | -4 | 0.8
Cc1cc(Nc2ccc(F)cc2F)n2nc(C)nc2n1 | -4 | . | 1 | 2 | -9[fluorescence artefact?] | 112[fluorescence artefact?] | . | . | .
COc1ccc(N=c2oc3c(OC)cccc3cc2C(=O)NCc2ccco2)c(OC)c1 | -30 | 5 | 1 | 24 | 10[fluorescence artefact?] | 78[fluorescence artefact?] | 49 | 1 | 0.9
Cc1ccc2nc(Nc3nc(CSc4nnnn4-c4ccccc4)cc(=O)[nH]3)nc(C)c2c1 | -3 | 0 | 1 | 21[fluorescence artefact?] | 18 | 108 | 54 | -31 | 2.8*
Cn1c(=O)[nH]c(=O)c2c1nc(Sc1ccccc1)n2CCc1ccccc1 | -8 | 9 | . | 36[fluorescence artefact?] | 19[fluorescence artefact?] | 116 | 0 | -3 | 0.7
CCN(C1CCCCC1)S(=O)(=O)c1ccc(S(=O)(=O)N2CCN(CCC#N)CC2)cc1 | -15 | 1 | 1.1 | 40 | -9 | 104 | 0 | -8 | 1.4
O=C1Nc2ccccc2C(O)(C(=O)NCc2ccco2)N1c1ccc(Cl)c(Cl)c1 (stereo unspecified) | 3 | 1 | 1.1 | 29 | 47 | 76 | . | . | 0.9
Cc1cc(N2CCN(c3cccc(C(F)(F)F)c3)CC2)n2nc(C)nc2n1 | 4 | . | 1.1 | 10 | -1[fluorescence artefact?] | 101 | -1 | 6 | 1.2
CCCCc1c(O)nc(SCC(=O)Nc2ccc3c(c2)CCC3)[nH]c1=O | -14 | . | 1.1 | 1 | 5 | 106 | 2 | 10 | 1.1
CCCCN(C(=O)c1ccc(Cl)cc1)C1CC2CCC(C1)N2C (stereo unspecified) | 6 | -2 | 1.1 | -1 | -1[fluorescence artefact?] | 75 | -2 | -6 | 0.8
Cc1cccc(-c2noc(CN(C(=O)c3ccc(Br)o3)C(C)C)n2)c1 | -11 | -1 | 1 | 3[fluorescence artefact?] | 2[fluorescence artefact?] | 98 | 11 | 8 | 1.1
COCC(C)NS(=O)(=O)c1ccc(NC(=O)C(Cc2ccccc2)NC(N)=O)cc1 (stereo unspecified) | 6 | -2 | 1.1 | -2 | -3 | 93 | -2 | -4 | 1.2
CN=Cc1nc(-c2ccccc2)oc1O | . | 2 | 1.7 | 2 | -3 | 104 | . | . | .
CCCn1nnc(NC(=O)C(c2ccccc2)c2ccccc2)n1 | -8 | 1 | 1.2 | 5 | -1[fluorescence artefact?] | 85 | -4 | 0 | 0.9
CCCCNC(=O)Cn1c(-c2ccc(OC)cc2)noc1=O | 6 | -2 | 1.1 | 5 | 4 | 96 | -3 | -2 | 0.7
COC(=O)c1sccc1NC(=O)c1cc2c(s1)CCCC2 | -4 | 2 | 1.6 | -6 | -4 | 119 | -6 | 49 | 1.4
O=C(Cn1nnc2ccccc21)NCc1ccccc1 | -9 | 0 | 1.2 | -12 | -22[fluorescence artefact?] | 104 | -7 | 17 | 0.9
Cc1ccc2nsnc2c1NC(=O)c1ccc(-c2cc(Cl)ccc2Cl)o1 | -4 | 2 | . | . | . | . | 88 | -30 | 0.9
CC(=O)Nc1sc2c(c1C#N)CC(C)(C)NC2(C)C | 1 | . | 1.1 | -7 | -9 | 113 | -1 | -4 | 0.8
O=C(CCc1n[nH]c(=O)[nH]c1=O)N1CCOCC1 | -4 | 3 | 1.1 | 9 | 15[fluorescence artefact?] | 92 | -1 | -46 | 1.1
Cn1c(=O)c2c(nc(N3CCOCC3)n2CCSc2ncccn2)n(C)c1=O | -8 | -5 | . | 0 | -1 | 100 | -2 | 0 | 1
COc1ccc(C2CC3(CC(C)(C)NC(=O)N3)Oc3cc(O)ccc32)cc1 (stereo unspecified) | 5 | 4 | 1.1 | 0 | -2 | 112 | -1 | -13 | 1.1
O=C(O)CSc1nnc(-c2ccccc2)o1 | -10 | -2 | 0.9 | 4 | 2 | 124[fluorescence artefact?] | -3 | 4 | 0.9
CN1C(=O)c2ccc(NC(=O)c3c(F)c(F)c(F)c(F)c3F)cc2C1=O | 3 | -3 | 1.1 | -5 | -6 | 111[fluorescence artefact?] | -3 | 1 | 0.8
CSc1nc2ccccc2n1C(=O)NC1CCCCC1 | -7 | -1 | 1.2 | 3 | -5 | 137 | 0 | -11 | 1
CCC(C)NC(=O)C1c2ccccc2C(=O)N(c2ccc(OC)cc2)C1c1ccc(OC)cc1 (stereo unspecified) | -7 | -5 | 1 | -2 | -9 | 96 | -3 | 1 | 1.8
O=C(CC1CCS(=O)(=O)C1)NC1CCCCC1 (stereo unspecified) | -5 | 0 | 1 | . | . | . | 1 | -6 | 0.9
COc1ccccc1N1C(=O)c2cccc3c(C(=O)O)ccc(c23)C1=O | -2 | 9 | . | 0 | 7 | 104 | 0 | -40 | 0.9
O=C(CCN(CCO)Cc1ccccc1)Nc1ccc(Br)cc1 | 24 | -5 | 1.3 | 26 | 16[fluorescence artefact?] | 181 | -5 | 9 | 1.2
CCOc1ccccc1NC(=O)Cn1nnc(C(=O)Nc2ccccc2Cl)c1N | -7 | -7 | 1.2 | 33[fluorescence artefact?] | 35 | 133 | -1 | -22 | 1
CCn1c(CNc2nc(-c3ccccc3)cs2)nnc1SCC(=O)NCc1ccco1 | 3 | 10 | 0.9 | 29 | 18[fluorescence artefact?] | 137 | 11 | -2 | 1.4
CCC(=O)N1CCc2cc(Br)cc(S(=O)(=O)CCC(=O)NCCOC)c21 | -2 | -4 | 1.1 | 2[fluorescence artefact?] | 7[fluorescence artefact?] | 128[fluorescence artefact?] | 0 | -6 | 0.8
CC(=O)N1CCN(C(=O)CC2OC(=O)c3ccccc32)CC1 (stereo unspecified) | 0 | -3 | 1.2 | 3 | 1 | 96 | 1 | 15 | 1.2
CC(=O)Nc1nc(-c2ccc(Cl)cc2)nc(C)c1C(C)=O | 10 | 1 | 1.4 | 47[fluorescence artefact?] | 45 | 127[fluorescence artefact?] | . | . | 1.5
CCOC(=O)N1CCC(NC(=O)c2cc3sccc3n2CC)CC1 | -3 | -1 | 1.1 | . | . | . | 2 | 3 | 1.2
COc1ccccc1-c1cc(C(F)(F)F)nc(N2CCCCC2)n1 | 6 | 1 | 1 | 10 | -10 | 97 | -1 | 4 | 0.8
Nc1cc(C(=O)OCC(=O)N2CCCC2)ccc1Cl | 5 | -5 | 1.5 | -2 | 5 | 111 | -1 | -10 | 0.9

Profiles from above. Screens in order: E coli WT exp, FAK blocker, MT1-MMP txn act, ERa SRC1 inh, ERb coact inh, ERa SRC1 pot, CD11b adhes enh, CD11b adhes inh, PLAP act
`CC(=O)N1CCN(C(=O)CC2OC(=O)c3ccccc32)CC1` (stereo unspecified) across the screens: 0, -3, 1.2, 3, 1, 96, 1, 15, 1.2
`CC(=O)Nc1nc(-c2ccc(Cl)cc2)nc(C)c1C(C)=O` across the screens: 10, 1, 1.4, 47[fluorescence artefact?], 45, 127[fluorescence artefact?], ., ., 1.5
`Nc1cc(C(=O)OCC(=O)N2CCCC2)ccc1Cl` across the screens: 5, -5, 1.5, -2, 5, 111, -1, -10, 0.9

New compounds follow:
SMILES | E coli WT exp | FAK blocker | MT1-MMP txn act | ERa SRC1 inh | ERb coact inh | ERa SRC1 pot | CD11b adhes enh | CD11b adhes inh | PLAP act
CS(=O)(=O)c1ccc(C(=O)NC2CCOC2=O)cc1 (stereo unspecified) | 6 | -6 | 1.1 | -2 | -4[fluorescence artefact?] | 107 | 2 | -7 | 0.8
COc1ccc(S(=O)(=O)Nc2cc(C)ccn2)cc1 | 5 | 1 | 1.2 | 1 | 33 | 100 | -2 | -3 | 0.8
CN(C)c1ccc(C=Nc2ccc(N(C)C)cc2)cc1 | . | 7 | 1.6 | -21[fluorescence artefact?] | 58*[fluorescence artefact?] | 78[fluorescence artefact?] | . | . | .
COC(=O)C1=C(C)N=C2SC(C#N)=C(N)N2C1c1cc(OC)c(OC)c(OC)c1 (stereo unspecified) | 1 | -7 | . | . | . | . | -6 | -11 | 1.3
CC(=O)c1c(C)[nH]c(C(=O)NCCc2cccc(C)c2)c1C | 4 | -3 | 1.4 | 2 | -5[fluorescence artefact?] | 107 | . | . | 0.8
CC1CCc2c(C(=O)Nc3nccs3)csc2C1 (stereo unspecified) | 8 | 5 | 1.2 | -4 | 4 | 102[fluorescence artefact?] | -2 | -14 | 0.9
Cc1ccc(C)c(NC(=O)CSc2nnc(-c3ccccc3C)o2)c1 | -8 | 0 | 1.2 | -3 | 5[fluorescence artefact?] | 141 | -2 | -13 | 0.8
COc1cccc2c1OC1(C)CC2NC(=O)N1Cc1ccccc1 (stereo unspecified) | 1 | -1 | 1.1 | 0 | 6 | 109 | 2 | -9 | 1
CCNC(=O)COc1cccc2ccccc12 | -3 | -2 | . | . | . | . | -3 | -2 | 0.9
Cc1ccc(S(=O)(=O)N(CC(=O)N/N=C/c2cccc3c2OCCO3)c2ccccc2F)cc1 | -9 | 1 | . | . | . | . | -1 | 9 | 1.4
CCOc1ccc(NC(=O)CSc2nccn2C)cc1 | 6 | 2 | 1.5 | -29 | -8 | 107 | . | . | .
CCOC(=O)c1cccc(NC(=O)CN(c2ccc(OC)cc2)S(=O)(=O)c2c(C)noc2C)c1 | -13 | -1 | 1.2 | 3 | 0 | 115 | 0 | 0 | 1.5
Cc1cc(C)c(NC(=O)c2ccc(S(=O)(=O)N3CCOCC3)cc2)c(C)c1 | 6 | -8 | 0.9 | 1 | -10 | 101 | 3 | -52 | 1
O=C(Nc1cc(-c2nc3ccccc3s2)ccc1Cl)c1ccc2c(c1)OCO2 | -11 | -10 | . | . | . | . | -2 | 10 | 0.9
Nn1c(SCC(=O)Nc2ccc3c(c2)OCCO3)nnc1C(F)(F)F | 7 | -9 | 1.2 | 3 | 13 | 103 | -2 | 0 | 1
Cc1nc(SCc2nc3ccccc3[nH]2)c2oc3ccccc3c2n1 | -14 | 17 | 1.2 | 12[fluorescence artefact?] | 6[fluorescence artefact?] | 117[fluorescence artefact?] | . | . | 1.1
C=CCn1c(Cc2ccc(OC(C)C)c(Cl)c2)nnc1SCC(N)=O | -6 | 0 | 1.1 | -6 | -8 | 125 | -5 | 2 | 1.5
COc1ccccc1CNCc1cccs1 | -1 | -3 | 1.1 | -4 | 0 | 105 | . | . | 1
CCCCc1ccc(Nc2ncccc2C#N)cc1 | 10 | 1 | . | . | . | . | 8 | 4 | 1
CCOC(=O)c1c(C)[nH]c(C(=O)Cn2c(=O)oc3ccccc32)c1C | -4 | 0 | 1 | -16 | -3[fluorescence artefact?] | 116 | . | . | 0.9
Cc1ccccc1-c1nnc2s/c(=C\c3ccc(N(C)C)cc3)c(=O)n12 | . | . | 1.1 | -6[fluorescence artefact?] | -6[fluorescence artefact?] | 107[fluorescence artefact?] | -1 | -4 | 0.8
CC(C)CCn1nnnc1C(c1ccc(N(C)C)cc1)N1CCN(C(=O)c2ccco2)CC1 (stereo unspecified) | 7 | -6 | 1 | -4 | -1 | 122 | -4 | -12 | 1.6
CCOC(=O)c1sc(NC(=S)NC(=O)c2cccc(Cl)c2)c(C(=O)OCC)c1C | -3 | 3 | . | . | . | . | 4 | 36 | 1.2
O=C(O)c1ccccc1-c1ccccc1C(=O)NCCCO | 1 | -1 | 1.1 | -7 | 2 | 97 | . | . | 1.1
Cc1ccc(NC(=O)NC2CCN(S(=O)(=O)c3ccc(F)cc3)CC2)cc1 | . | 2 | 1.2 | -12 | -17[fluorescence artefact?] | 91 | . | . | .

Screening data deposited in PubChem BioAssay by several laboratories.
